# CCHFV vOTU inh: CCHFV vOTU protease inhibition. Pep-AMC fluorescence. inhibition, % at 11.5 µM. 0.55% of 370,000 active; further: 0% = vehicle wells with enzyme and 100% = no enzyme wells
# Rv3671c protease: inhibits the M. tuberculosis serine protease Rv3671c. P9WHR9. inhibition, % at 5.96 µM. 0.048% of 320,000 active; in the data active means inhibition above about 38%;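 further: extracellular domain of Rv3671c used as enzyme; 0% = enzyme with DMSO and 100% = no enzyme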
# Target sequence (P9WHR9 whole entry, looked up, the tested form may be a part): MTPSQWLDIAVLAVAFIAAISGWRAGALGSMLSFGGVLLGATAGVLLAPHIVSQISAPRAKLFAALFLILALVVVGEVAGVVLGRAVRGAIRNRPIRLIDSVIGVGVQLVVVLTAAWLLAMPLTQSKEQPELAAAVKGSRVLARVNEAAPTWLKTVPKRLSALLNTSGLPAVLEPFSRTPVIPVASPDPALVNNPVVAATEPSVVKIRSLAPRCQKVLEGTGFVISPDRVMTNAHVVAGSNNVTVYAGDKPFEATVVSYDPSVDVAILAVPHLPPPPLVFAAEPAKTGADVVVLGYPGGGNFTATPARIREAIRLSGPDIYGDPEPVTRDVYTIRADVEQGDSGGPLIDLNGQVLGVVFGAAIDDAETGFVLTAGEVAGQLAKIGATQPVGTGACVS
# GDH-TPI inh: counter-screen for M. tuberculosis FBA inhibitors: GDH-TPI coupled enzymes; 1.2% of 360,000 active; inhibition, % at 4.8 µM; GDH-TPI coupled enzyme counterscreen, NADH absorbance; AID 588335;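 further: 0% = DMSO wells and 100% = wells lacking the enzyme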
# FadD28 binding: inhibitors of Mycobacterium tuberculosis FadD28 bisubstrate binding; 0.22% of 360,000 active; inhibition, % at 12.5 µM; AID 588549; FadD28 bisubstrate probe binding, fluorescence polarization; in the data active means inhibition above about 8.5%, passing the limit was not always enough
# FBA Mtb inh: inhibitors of M. tuberculosis fructose-bisphosphate aldolase | P9WQA3 | purified M. tuberculosis FBA, fluorescence read-out | inhibition, % at 1 µM | 2.3% of 360,000 active; in the data active means inhibition above about 27%;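 further: 0% = vehicle and 100% = reference inhibitor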
# DUSP3 inh: blocks human VHR1 dual specificity phosphatase. P51452. recombinant VHR phosphatase, pNPP absorbance. inhibition, % at 13.3 µM. 0.52% of 290,000 active; in the data active means inhibition above about 50%; further: some compounds called inactive have numbers as strong as hits
# Target sequence (P51452 whole entry, looked up): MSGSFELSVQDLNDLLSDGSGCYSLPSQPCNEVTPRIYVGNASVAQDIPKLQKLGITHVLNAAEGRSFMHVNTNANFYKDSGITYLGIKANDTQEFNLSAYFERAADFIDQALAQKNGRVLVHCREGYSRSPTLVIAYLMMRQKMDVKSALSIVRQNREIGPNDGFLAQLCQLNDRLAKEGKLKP
# UGM FP inh: inhibitors of M. tuberculosis UDP-galactopyranose mutase. AID 504406. purified UGM, fluorescence polarization probe displacement. inhibition, % at 10 µM. P9WIQ1. 0.06% of 320,000 active; in the data active means inhibition above about 10%, passing the limit was not always enough
# Target sequence (P9WIQ1 whole entry, looked up): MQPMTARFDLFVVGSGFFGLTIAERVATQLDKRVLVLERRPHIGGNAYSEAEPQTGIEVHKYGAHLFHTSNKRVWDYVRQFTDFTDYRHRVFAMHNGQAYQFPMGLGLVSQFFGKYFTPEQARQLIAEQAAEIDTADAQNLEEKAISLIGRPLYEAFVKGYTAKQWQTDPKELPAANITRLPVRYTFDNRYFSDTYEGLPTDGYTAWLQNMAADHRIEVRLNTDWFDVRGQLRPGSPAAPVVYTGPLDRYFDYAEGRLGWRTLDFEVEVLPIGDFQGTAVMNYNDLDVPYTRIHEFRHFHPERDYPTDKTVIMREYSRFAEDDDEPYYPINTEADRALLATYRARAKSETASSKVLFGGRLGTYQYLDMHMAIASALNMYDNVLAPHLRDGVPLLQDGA
# MazEF act: MazEF (E. coli) toxin RNase activation | P0AE70 | FAM/BHQ RNA-DNA oligo cleavage fluorescence, 5 h | activation, % at 20 µM | 0.32% of 350,000 active | AID 504720; in the data active means activation above about 50%
# Mtb BioA inh: blocks M. tuberculosis BioA enzyme activity | purified M. tuberculosis BioA enzyme, plate reader | inhibition, % at 9.99 µM | 0.096% of 360,000 active; in the data active means inhibition above about 40%
# BoNT F protease: inhibitors of Botulinum neurotoxin F light chain protease. Multiplex microsphere protease cleavage assay, flow cytometry. inhibition, % at 10 µM. 0.22% of 360,000 active; in the data active means inhibition above about 35%, passing the limit was not always enough; further: plate controls were buffer without enzyme for full effect and enzyme alone for no effect
# Active calls of the source: *; nt = not tested or not shown. Unless noted, no stated cut-off is given here; in the data, active means inhibition above about 30%; inactive means the rest.
[1] O=C(Nc1ccnn1C1CCN(Cc2ccccc2)CC1)C1CCCC1
[2] COc1cc(Cl)c(NC2=CC(=O)C(=O)c3ccccc32)c(OC)c1
[3] Cc1ccc(CC(=O)Nc2ccc([N+](=O)[O-])cc2C)cc1
[4] CN(C(=O)c1ccc2c(c1)OCO2)C1(C(=O)NC2CCCCC2)CCCCC1
[5] CC(C)c1ccc(NC(=O)COC(=O)/C=C/c2cccc([N+](=O)[O-])c2)cc1
[6] CCN1C(=O)CC(C(=O)NCCc2ccc(S(N)(=O)=O)cc2)SC1=Nc1ccc(OC)cc1 (stereo not drawn)

assay / entry	1	2	3	4	5	6
Rv3671c protease	6	-120	1	-14	3	6
DUSP3 inh	6	nt	8	12	-7	24
MazEF act	0	2	3	-4	9	12
FBA Mtb inh	8	-2	-5	2	1	-3
CCHFV vOTU inh	13	29	7	5	-4	-6
UGM FP inh	0.0	0.5	-2.7	-0.9	1.4	3.0
GDH-TPI inh	0	14	10	9	3	4
Mtb BioA inh	0.6	8.0	nt	0.3	nt	0.8
BoNT F protease	0	-8	4	11	-2	1
FadD28 binding	1.0	-0.2	-3.2	0.2	-0.6	-2.4

[7] CC(=O)Nc1ccc(OCC(O)CN2CCN(c3ccccc3Cl)CC2)cc1 (stereo not drawn)
[8] OCCCc1cn(-c2ccccc2)c2ccccc12
[9] COc1ccc(/C=N/N=C2/NC(=O)CC(C(=O)O)S2)cc1 (stereo not drawn)
[10] Cc1cccc(CN2C[C@]34C=C[C@@H](C[C@@H]3S2(=O)=O)O4)c1
[11] CC1(C)C(=O)OC(c2c3ccccc3cc3ccccc23)C(C)(C)C1=O (stereo not drawn)
[12] COc1ccc(Cc2nc(-c3ccc(Cl)cc3)no2)cc1

assay / entry	7	8	9	10	11	12
Rv3671c protease	7	-3	-2	4	-3	1
DUSP3 inh	26	6	-7	3	2	18
MazEF act	4	-3	-3	10	-1	-16
FBA Mtb inh	-6	2	-3	0	23	1
CCHFV vOTU inh	12	-13	10	-7	-10	-6
UGM FP inh	-1.1	2.7	-0.2	1.4	2.4	-1.2
GDH-TPI inh	4	10	55*	9	-5	1
Mtb BioA inh	-1.6	nt	-0.4	-3.7	nt	2.2
BoNT F protease	-6	-5	-14	6	2	-2
FadD28 binding	-1.3	-4.4	-2.0	-2.7	-1.4	-2.1

# Record cards, as listed above:
# CC(C)c1ccc(NC(=O)COC(=O)/C=C/c2cccc([N+](=O)[O-])c2)cc1 as listed: Rv3671c protease = 3; DUSP3 inh = -7; MazEF act = 9; FBA Mtb inh = 1; CCHFV vOTU inh = -4; UGM FP inh = 1.4; GDH-TPI inh = 3; Mtb BioA inh = nt; BoNT F protease = -2; FadD28 binding = -0.6
# OCCCc1cn(-c2ccccc2)c2ccccc12 as listed: Rv3671c protease = -3; DUSP3 inh = 6; MazEF act = -3; FBA Mtb inh = 2; CCHFV vOTU inh = -13; UGM FP inh = 2.7; GDH-TPI inh = 10; Mtb BioA inh = nt; BoNT F protease = -5; FadD28 binding = -4.4

# Other results.
[13] CCOC(=O)CCNC(=O)Nc1ccc2nc(C)n(Cc3ccc(Cl)cc3)c(=O)c2c1
[14] CCCCn1c(N)c(N(CCOC)C(=O)c2ccc(S(=O)(=O)N(CC)c3ccccc3)cc2)c(=O)[nH]c1=O
[15] CNc1ccc(-c2ccccc2OC)cn1
[16] CCCCOc1ccc(C(=O)NCC(=O)NNC(=O)C2COc3ccccc3O2)cc1 (stereo not drawn)
[17] Cc1cc(C)cc(Cn2c3ccc(NC(=S)NCc4ccccc4F)cc3c(=O)n2C)c1
[18] COc1ccc(C(=O)N2CCC(C)(C(=O)NS(=O)(=O)C3CC3)C2)cc1F (stereo not drawn)

assay / entry	13	14	15	16	17	18
Rv3671c protease	-1	7	nt	-24	nt	nt
DUSP3 inh	12	nt	nt	nt	nt	nt
MazEF act	2	4	nt	-7	nt	nt
FBA Mtb inh	4	0	114*	-4	25	0
CCHFV vOTU inh	-6	-5	-31	-1	-19	-9
UGM FP inh	2.1	2.9	nt	1.8	nt	nt
GDH-TPI inh	2	4	22	0	5	-2
Mtb BioA inh	nt	0.1	-0.5	-1.3	1.5	-1.8
BoNT F protease	-8	-6	2	2	-2	0
FadD28 binding	-5.4	-3.4	-0.4	-3.8	-1.0	-3.7

[19] COc1cc(C(=O)O)cc(Br)c1OC1CCCC1
[20] CCOP(=O)(OCC)c1nc(-c2ccc(Cl)cc2Cl)oc1N1CCOCC1
[21] COc1ccc2c(c1)OC[C@H]1[C@H]2N2C(=O)CN(Cc3ccco3)C(=O)[C@@]2(C)[C@H]1c1ccccc1
[22] COc1ccc(Cl)cc1CC=NNC(=O)c1ccncc1
[23] NC(=O)c1c(NC(=O)c2ccccc2Cl)sc2c1CCC2
[24] Nc1nonc1-n1nnc(C(=O)N/N=C/c2ccccn2)c1CNc1ccccc1

assay / entry	19	20	21	22	23	24
Rv3671c protease	5	9	-14	nt	-7	-6
DUSP3 inh	0	29	nt	nt	-8	4
MazEF act	-6	4	0	6	13	5
FBA Mtb inh	1	2	1	1	-2	-4
CCHFV vOTU inh	-7	7	6	3	-5	20
UGM FP inh	0.3	6.3	1.7	nt	-3.7	1.0
GDH-TPI inh	7	0	1	-3	5	5
Mtb BioA inh	1.2	nt	-4.9	nt	-0.6	5.2
BoNT F protease	-8	0	1	-9	-1	-7
FadD28 binding	-3.2	-2.6	-2.4	-0.6	-3.1	-3.7

[25] CC(C)CCN(C(=O)C1=COCCO1)c1c(N)n(Cc2ccccc2)c(=O)[nH]c1=O
[26] O=C(NCCCNC(=O)c1ccco1)c1ccco1
[27] CCN1CCN(Cc2nc3c(c(=O)n(C)c(=O)n3C)n2CCc2ccccc2)CC1
[28] CCOC(=O)c1c(C)nc2sc3c(=O)n(-c4ccc(OC)cc4)nnc3c2c1-c1ccc(OC)cc1
[29] O=C(NNC(=S)NC(=O)c1cn(-c2ccccc2)nc1-c1ccccc1)c1ccncc1
[30] N#CCCN(C(=O)COC(=O)CCC(=O)c1cccs1)c1ccccc1

assay / entry	25	26	27	28	29	30
Rv3671c protease	0	-7	nt	-19	12	3
DUSP3 inh	nt	12	0	19	-15	nt
MazEF act	-35	10	-6	0	-9	-2
FBA Mtb inh	7	-1	-1	3	4	-2
CCHFV vOTU inh	-3	2	-5	7	1	-11
UGM FP inh	-0.3	0.2	nt	1.1	1.8	1.6
GDH-TPI inh	3	4	3	11	9	-6
Mtb BioA inh	1.2	-1.0	-2.2	10	nt	1.3
BoNT F protease	-10	-34	-2	-7	-3	1
FadD28 binding	-0.8	-0.9	-3.2	-5.0	1.0	-2.6

[31] CC1C(=O)N(Cc2cn(Cc3ccco3)nn2)CCS(=O)(=O)N1Cc1ccc(-c2cccc(N(C)C)c2)cc1 (stereo not drawn)
[32] CCC(=O)N1CCCc2cc(S(=O)(=O)CCC(=O)Nc3ccccc3C)ccc21
[33] CCOC(=O)c1ccc(S(=O)(=O)N2CCC(C(=O)Nc3nnc(C)o3)CC2)cc1
[34] O=C(c1ccco1)N1CCN(C(=O)c2cnn3c2NC(c2cccs2)CC3C(F)(F)F)CC1 (stereo not drawn)
[35] O=C(OCc1ccc(Br)cc1F)c1cc2ccccc2oc1=O
[36] CCOC(=O)N1CCC(NC(=O)CSc2cc(=O)n(CC)c3ccccc23)CC1

assay / entry	31	32	33	34	35	36
Rv3671c protease	nt	4	nt	-4	9	-6
DUSP3 inh	nt	29	nt	3	2	8
MazEF act	-5	6	-1	-2	-5	-11
FBA Mtb inh	10	-1	1	3	67*	6
CCHFV vOTU inh	-4	4	-8	-4	-14	-6
UGM FP inh	nt	-1.1	nt	0.3	1.9	-0.1
GDH-TPI inh	5	0	2	-1	10	15
Mtb BioA inh	nt	-0.8	-0.4	2.9	-1.2	-2.8
BoNT F protease	-2	-3	nt	-9	-7	3
FadD28 binding	1.4	-1.0	-0.4	-2.1	-0.6	1.9

[37] CCCCNC(=O)c1onc(CSc2cccc(C)c2)c1C(=O)O
[38] O=C(c1ccc(Cl)cc1Cl)N1CCN(c2ccc(N3CCOCC3)nn2)CC1
[39] Cc1nnc(SCC(=O)Nc2ncc3c(n2)CC(c2ccccc2)CC3=O)s1 (stereo not drawn)
[40] O=C(c1cccc(Cl)c1)N1CCC2(CC1)NCCc1[nH]cnc12
[41] CC(=O)c1ccc(NC(=O)C(C)OC(=O)C2CC(=O)N(c3ccc4c(c3)OCCO4)C2)cc1 (stereo not drawn)
[42] C=CCn1c2ccccc2c2nnc(SCc3[nH]c(=O)[nH]c3C(=O)CCCCC(=O)OCC)nc21

assay / entry	37	38	39	40	41	42
Rv3671c protease	7	-1	-4	0	-5	-12
DUSP3 inh	-12	nt	19	7	-2	21
MazEF act	-5	4	7	7	7	-2
FBA Mtb inh	2	26	0	4	-1	1
CCHFV vOTU inh	5	-47	-8	7	-5	13
UGM FP inh	2.8	-0.8	-0.4	-1.0	-2.4	-0.8
GDH-TPI inh	1	8	2	2	-7	19
Mtb BioA inh	0.0	1.4	0.2	0.3	9.3	nt
BoNT F protease	0	1	4	-4	-7	11
FadD28 binding	0.6	-2.6	-2.1	0.5	-2.5	-2.1

[43] CCN(CC)CCn1c(=N)n(CC(O)c2ccc(OC)c(OC)c2)c2ccccc21 (stereo not drawn)
[44] CC(C)(C)c1ccc(OCCCC(=O)Nc2cccc(S(=O)(=O)N3CCOCC3)c2)cc1
[45] COc1cccc(C(=O)CSc2nnc(CNS(C)(=O)=O)n2-c2ccc(C)cc2)c1
[46] O=C(CSCc1ccc(Cl)cc1)N/N=C/c1ccccc1
[47] COC(=O)c1ccc(CNC(=O)COC(=O)CCC2CCCC2)cc1
[48] COc1cc(NC(=O)C2CC(=O)N(Cc3ccco3)C2)c(OC)cc1Cl (stereo not drawn)

assay / entry	43	44	45	46	47	48
Rv3671c protease	-16	nt	nt	8	10	-8
DUSP3 inh	26	nt	25	13	2	nt
MazEF act	-2	-2	-2	-6	-3	2
FBA Mtb inh	1	-3	5	-7	-1	1
CCHFV vOTU inh	-2	9	8	-1	-4	-3
UGM FP inh	-0.1	nt	nt	-4.2	-3.0	-4.7
GDH-TPI inh	7	2	-3	-4	5	-13
Mtb BioA inh	nt	-0.1	0.9	1.1	nt	1.1
BoNT F protease	-2	nt	12	-10	-8	-7
FadD28 binding	-1.1	0.5	-1.9	-1.9	-0.5	-3.0

# By substructure, those above containing bromine (2)
[19] COc1cc(C(=O)O)cc(Br)c1OC1CCCC1
[35] O=C(OCc1ccc(Br)cc1F)c1cc2ccccc2oc1=O

assay / entry	19	35
Rv3671c protease	5	9
DUSP3 inh	0	2
MazEF act	-6	-5
FBA Mtb inh	1	67*
CCHFV vOTU inh	-7	-14
UGM FP inh	0.3	1.9
GDH-TPI inh	7	10
Mtb BioA inh	1.2	-1.2
BoNT F protease	-8	-7
FadD28 binding	-3.2	-0.6

# (next part)
[49] O=C1c2ccccc2C(=O)N1SC1CCCCC1
[50] CCSc1ccc(-c2nn(-c3ccccc3)cc2/C=C(/C#N)C(=O)NCCCOC)cc1
[51] CC(C)N1CCC2(CC1)N=C(c1ccc3c(c1)OCO3)CC(c1cc(Cl)ccc1O)N2 (stereo not drawn)
[52] CCOc1ccc(NC(=S)N2CCC(NC(=O)C3CCCCC3)CC2)cc1
[53] COC(=O)C1=C(c2c(C)noc2C)C[C@@H]2CC[C@H]1N2C(=O)NC1Cc2ccccc2C1
[54] CCCCN(C(=O)CCC(=O)Nc1cc(C)on1)C(C(=O)NC(C)(C)CC)c1cccc(OC)c1OC (stereo not drawn)
[55] O=C(Cn1c(NCCCO)nc2ccccc21)c1cccc(Br)c1

assay / entry	49	50	51	52	53	54	55
Rv3671c protease	-1	-10	-35	-13	3	-4	4
DUSP3 inh	29	0	13	-3	nt	10	17
MazEF act	4	-12	29	-1	-1	8	6
FBA Mtb inh	1	1	-2	-2	9	-1	-1
CCHFV vOTU inh	-4	-5	7	4	6	3	1
UGM FP inh	-3.6	2.9	0.3	0.3	-2.8	-0.2	-2.4
GDH-TPI inh	12	8	18	3	13	5	4
Mtb BioA inh	-2.8	nt	nt	nt	2.4	0.0	2.0
BoNT F protease	6	-6	10	0	4	-2	12
FadD28 binding	0.6	-2.9	-10	-0.1	-1.0	-0.2	0.6

# Screens deposited in PubChem BioAssay by several laboratories.

# Compounds as they come; about 4.9% have a hit in one of these screens.
